# TRb SRC2 PPI – TRbeta-SRC2 interaction inhibition. TRbeta-SRC2 peptide binding, fluorescence polarization; receptor liganded with 1 µM T3. Potency, µM (doses to about 106 µM), for inactives: top-dose activity change, negative = inhibition, actives largely listed as inhibitors. 0.065% of 280,000 active. AID 1469;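 further: potency means the concentration at half of the fitted maximal effect; plate controls were bound peptide for no effect and peptide without receptor for full effect; nearly all actives have a fitted effect of over 50% in size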
#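 Decrease in fluorescence polarization of 20 nM Texas Red SRC2 coactivator peptide flagged inhibition of its binding to 0.6 uM TRb LBD; 1 uM T3 included, incubation 5 hr, ex 555/em 632 nm.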
# aGal spleen mod – inhibitors or activators of human alpha-galactosidase in spleen homogenate | Potency, µM (series often up to 80 µM), without a hit: at the top dose activity change, negative = inhibition, actives largely listed as inhibitors | P06280 | human spleen homogenate, 4MU-alpha-Gal fluorescence, 40 min | 0.008% of 240,000 active;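 further: potency means the concentration at half of the fitted maximal effect; 0% = enzyme with vehicle and -100% = no enzyme basal signal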
# Target sequence (P06280 32-429 limits assumed): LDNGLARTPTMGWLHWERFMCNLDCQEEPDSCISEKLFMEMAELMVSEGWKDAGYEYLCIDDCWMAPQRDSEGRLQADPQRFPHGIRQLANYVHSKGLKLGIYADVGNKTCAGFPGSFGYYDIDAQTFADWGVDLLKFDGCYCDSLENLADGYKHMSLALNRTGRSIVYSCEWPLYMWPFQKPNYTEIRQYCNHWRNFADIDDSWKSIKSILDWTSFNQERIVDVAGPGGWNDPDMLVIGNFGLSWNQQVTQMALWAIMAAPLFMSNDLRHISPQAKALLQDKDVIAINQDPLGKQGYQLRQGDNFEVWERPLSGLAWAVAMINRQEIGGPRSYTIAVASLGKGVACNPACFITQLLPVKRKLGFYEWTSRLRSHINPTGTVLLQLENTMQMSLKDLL
#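 Human spleen homogenate (1 ug) as enzyme source, 4-methylumbelliferyl-alpha-D-galactopyranoside 1 mM final, citrate/phosphate pH 5.0 with 0.01% Tween-20. Compounds 40 min at 37C, NaOH/glycine stop; fluorescence Ex 365/Em 440, Hill-fit AC50.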
# Epigenetic reg – epigenetic control regulation, reporter derepression; murine LDR cells, GFP reporter derepression, 30 h; Potency, µM (doses to about 53.9 µM), for the others: at the top dose GFP activation, hits mostly activators; 0.2% of 280,000 active; AID 1865; further: potency means the concentration at half of the fitted maximal effect; % of control where 0% means no effect; nearly all actives have a fitted effect of over 60% in size
#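 In this reporter-derepression format, murine cells bearing a silenced integrated CMV-GFP locus incubate with test compound (30 h, 37 C), then are washed and imaged; fluorescent objects of 20–120 um count as induced cells.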
# Tau fluor counter – counter-screen for tau fibril formation inhibitors | tau K18 P301L (four-repeat tau fragment) Alexa594 fluorescence, heparin fibrillization | Potency, µM (titrated, usually from 57.7 µM), for the others: at the highest dose activity change, negative = decrease | 0.93% of 280,000 active | AID 1463; further: potency means the concentration at half of the fitted maximal effect; on the % scale 0 is the no-effect control and ±100 the full control effect; nearly all actives have a fitted effect of over 55% in size
#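 Human K18 P301L tau (15 uM unlabeled plus 0.24 uM Alexa 594-labeled, final) in 100 mM sodium acetate pH 7 was mixed with compound and 20 uM heparin and incubated 6 hr at 37 C.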
# CBFb RUNX1 block – CBF-beta/RUNX1 interaction disruption | Q01196+Q13951 | AlphaScreen CBFb-His/RUNX1-biotin binding, biochemical | Potency, µM (top dose mostly 59.8 µM), for inactives: top-dose activity, negative = inhibition, most hits filed as inhibitors | 230,000 tested, under 10 active | AID 1477; further: % of control where 0% means no effect
#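 Inhibition was taken as any reduction in AlphaScreen signal from the CBF-beta–RUNX1 pair (His and biotin tags, 30 nM each), measured after compound (15 min) and bead (90 min) incubations at room temperature.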
# NPSR antagonist – blocks cAMP signaling of the human neuropeptide S receptor | Potency, µM (top dose mostly 38.3 µM), without a hit: top-dose activity change, negative = inhibition, most hits filed as inhibitors | CHO-NPSR cells, cAMP TR-FRET, antagonist mode | 1% of 220,000 active; further: potency means the concentration at half of the fitted maximal effect; on the % scale 0 is the no-effect control and ±100 the full control effect; nearly all actives have a fitted effect of over 50% in size; many of its hits are not listed in these tables
# Target sequence (Q6W5P4 whole entry, looked up): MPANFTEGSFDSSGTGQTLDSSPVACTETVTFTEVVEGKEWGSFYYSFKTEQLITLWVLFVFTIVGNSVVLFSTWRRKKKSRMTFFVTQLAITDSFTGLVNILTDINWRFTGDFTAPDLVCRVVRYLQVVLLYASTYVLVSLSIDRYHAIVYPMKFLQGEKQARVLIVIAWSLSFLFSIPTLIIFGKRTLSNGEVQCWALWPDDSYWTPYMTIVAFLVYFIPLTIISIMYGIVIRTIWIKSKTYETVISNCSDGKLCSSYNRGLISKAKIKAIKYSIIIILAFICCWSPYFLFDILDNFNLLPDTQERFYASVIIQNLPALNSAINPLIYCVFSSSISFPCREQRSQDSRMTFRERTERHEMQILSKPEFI
# Tau FP inhib – inhibitors of human tau fibril formation. P10636. K18 P301L tau heparin fibrillization, Alexa594 FP, 6 h. Potency, µM (highest dose often 57.7 µM), for inactives: at the top dose activity, negative = inhibition, most hits filed as inhibitors. 0.39% of 280,000 active. AID 1468; further: potency means the concentration at half of the fitted maximal effect; on the % scale 0 is the no-effect control and ±100 the full control effect; nearly all actives have a fitted effect of over 55% in size
# Target sequence (P10636 561-689 P618L limits assumed): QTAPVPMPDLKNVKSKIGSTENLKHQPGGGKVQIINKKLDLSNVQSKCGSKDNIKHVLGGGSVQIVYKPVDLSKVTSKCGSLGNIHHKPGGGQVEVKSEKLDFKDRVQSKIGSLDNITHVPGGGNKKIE
#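 Recombinant K18 P301L […], labeled with Alexa 594 at 0.24 uM over 15 uM unlabeled; heparin inducer 20 uM final; 37 C, 6 hr; FP endpoint.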
# TexasRed fluor – Texas Red fluorescence interference in TRb-SRC2 counter-screen; TRb/SRC2 Texas Red total fluorescence interference; Potency, µM (series often up to 106 µM), for inactives: at the highest dose fluorescence change, negative = quenching; 0.29% of 280,000 active; active means well fitted curve in either direction with a large enough effect; inconclusive means small, poorly fitted or top-dose-only effect; further: potency means the concentration at half of the fitted maximal effect; on the % scale 0 is the no-effect control and ±100 the full control effect
#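 Flags fluorescent or light-absorbing compounds by total fluorescence, S + 2P, at 555 nm excitation and 632 nm emission. Mixture: 20 nM Texas Red SRC2 peptide, 0.6 uM human TRb LBD, 1 uM T3, 5% DMSO; compound exposure 5 h at ambient temperature.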
# * marks the source's active call; other numbers are inactive results; ? = inconclusive; · = no result given; & = joins results of further samples; [ ] = remark or other dose. Unless noted, the call rests on the fitted dose curve; in most records, active means well fitted curve in the direction sought with a large enough effect; inconclusive means small, poorly fitted or top-dose-only effect, or another doubt; inactive means no such curve, though single readings can be large; an effect the other way counts as inactive or inconclusive. An excerpt; rates above refer to the full screens.
# Every second line gives: TRb SRC2 PPI	aGal spleen mod	Epigenetic reg	Tau fluor counter	CBFb RUNX1 block	NPSR antagonist	Tau FP inhib	TexasRed fluor
> COc1cc(C2C(C#N)=C(N)Oc3cc(C)n(CC4CCCO4)c(=O)c32)cc2c1OCO2 (stereo not given)
  -16.6%	-7.2%	3.0%	2.6%	2.9%	-13.7%[46.1 µM]	6.2%	0.0%
> CCCCN(C(=O)/C=C/c1ccco1)c1c(N)n(Cc2ccccc2)c(=O)[nH]c1=O
  1.1%	-29.5%	0.0%	-12.6%	1.1%	-1.9%	-3.3%	-2.3%
> ClCCl
  7.0%	-4.8%	·	·	-3.8%[21.7 µM]	·	·	-0.2%
> O=C(COC(=O)C1(c2ccccc2F)CCCC1)NCc1ccc2c(c1)OCO2
  -1.0%	6.3%	0.0%	-8.6%	0.2%	-35.6%	8.5%	0.3%
> CC(C)(C)C(=O)NC(=S)Nc1ccccc1C(=O)Nc1ccccc1
  2.6%	-1.4%	5.7%	-2.3%	-0.8%	-3.0%[46.1 µM]	-6.0%	-0.3%
> Cc1cc2ncn(-c3ncnc4sc5c(c34)CCC(C)C5)c2cc1C (stereo not given)
  -3.8%	-5.3%	0.0%	-14.8%	1.3%	?	1.2%	-2.4%
> Cc1ccc(NC(=O)c2csc(-c3ccccc3)c2C)cc1
  0.1%	10.0%	0.0%	-21.2%	1.3%	-6.7%[46.1 µM]	-7.6%	2.4%
> Cc1cccc(CNc2ncnc3ccc(-c4ccc5c(c4)OCO5)cc23)c1
  4.4%	12.6%	0.4%	?	·	·	4.3%	-2.3%
> COc1ccc(NC(=S)N2CCC(N(C)CCN3CCOCC3)CC2)cc1Cl
  -1.1%	-5.2%	0.0%	0.0%	-2.7%	19.0%	2.9%	2.8%
> C[C@@H]1CCC[C@@]2(O[C@H](CCO)C[C@@H](O)[C@@H]2O)O1
  0.7%	-5.3%	-2.0%	-2.3%	2.7%[2.36 µM]	14.7%	-0.8%	-1.0%
> O=C(Nc1ccc2nc(SCC(=O)N3CCc4ccccc43)sc2c1)c1ccccc1
  -1.0%	·	-3.2%	-19.2%	·	·	?	-4.1%
> CCc1c(C)nc2ncnn2c1NCCc1ccccc1
  -10.3%	2.3%	2.2%	6.0%	1.2%	-2.6%[46.1 µM]	-0.1%	-0.2%
> Cc1nn(-c2ccccn2)c2c1C(c1c(F)cccc1Cl)C1=C(N2)c2ccccc2C1=O (stereo not given)
  -4.5%	-16.2%	7.7%	?	-3.3%	-23.8%	-17.1%	0.1%
> COc1ccc(N=C2C(=O)N3c4c(cccc42)C(C)=CC3(C)C)cc1
  0.0%	-2.1%	0.0%	-21.9%	?	-46.6%	-14.4%	-2.3%
> O=C(Nc1nc2ccc(S(=O)(=O)N3CCCC3)cc2s1)C1CCCCC1
  -16.0%	-9.6%	-16.9%	-18.0%	?	6.6%[46.1 µM]	-10.6%	1.0%
> COCCN1C(=O)N[C@@H](c2cccs2)C(C(=O)OC)=C1C
  3.5%&-2.5%	-7.7%&-12.5%	0.0%&0.3%	1.4%&-0.8%	7.6%	8.5%	3.0%&-1.7%	1.1%&-2.8%
> OCCC1CN(CCCc2ccccc2)CCN1Cc1ccccc1 (stereo not given)
  -7.3%	-1.6%	-0.7%	-6.1%	16.7%	12.6%	2.2%	-0.7%
> CCN1CC(CN(C)Cc2nc(-c3ccc(C(F)(F)F)cc3)oc2C)CC1=O (stereo not given)
  -4.2%	-2.7%	-0.6%	0.7%	3.4%	-0.3%	-4.8%	-6.4%
> Cc1cc(C)n(CC(C)NC(=O)c2cc(COc3c(F)cccc3F)on2)n1 (stereo not given)
  -4.6%	2.4%	1.4%	-12.2%	3.4%	1.9%	-1.8%	0.1%
> Cn1nnnc1SCC(=O)N1c2ccccc2CCc2ccccc21
  11.1%	2.0%	0.0%	-0.6%	8.7%	-9.6%[46.1 µM]	-3.2%	0.3%
> CC(=O)Nc1nc(S(=O)(=O)c2ccc(C)cc2)c(Cl)s1
  -17.2%	0.4%	-1.1%	-14.1%	7.7%	-10.6%[46.1 µM]	-14.3%	-4.0%
> O=C(CSCc1n[nH]c(=O)[nH]1)NCCOc1cccc(Oc2ccccc2)c1
  -3.5%	-9.2%	0.0%	1.1%	2.3%	-2.4%[46.1 µM]	-3.2%	0.8%
> CCOC(=O)C[n+]1c(C)sc2ccc(OC)cc21
  -7.9%	-1.5%	?	-18.9%	-2.0%	-25.2%[46.1 µM]	?	-3.3%
> CC(=O)NNC(=O)CC(=O)Nc1nc(C23CC4CC(CC(C4)C2)C3)cs1
  0.4%	-10.1%	-0.9%	-6.4%	-9.5%	7.7%	-13.8%	-1.6%
> Cc1ccc(OCCCC(=O)Nc2sc3c(c2C(N)=O)CCCC3)cc1
  2.8%	·	-0.8%	?	·	·	-6.8%	1.9%
> Cc1ccc(/C=C2/N=C(c3ccccc3)NNC2=O)cc1
  -5.6%	7.5%	-1.6%	-19.5%	0.3%	15.0%	-3.3%	-1.0%
> O=C(O)CSCC(=O)Nc1ccc(S(=O)(=O)N2CCCCC2)cc1
  -1.0%	-0.4%	1.0%	-8.0%	3.5%	1.9%[46.1 µM]	-7.1%	0.9%
> CN(Cc1ccccc1)S(=O)(=O)c1cccc2cccnc12
  9.7%	3.7%	-3.0%	-13.6%	1.2%	-22.9%[46.1 µM]	-9.1%	0.5%
> COc1ccc(CNC(=O)CSCc2c(F)cccc2Cl)cc1
  3.5%[53 µM]	-20.2%	2.4%	-11.0%	8.2%	15.5%	-4.0%	-1.3%[53 µM]
> Cc1cccc(NS(=O)(=O)c2ccc(Oc3ccccc3)cc2)n1
  -1.5%	-6.0%	0.0%	0.1%	11.5%	-10.6%[46.1 µM]	1.2%	-1.0%

# Quoted at random: 4 compounds from above, in no set order.
# Every second line gives: TRb SRC2 PPI	aGal spleen mod	Epigenetic reg	Tau fluor counter	CBFb RUNX1 block	NPSR antagonist	Tau FP inhib	TexasRed fluor
> Cn1nnnc1SCC(=O)N1c2ccccc2CCc2ccccc21
  11.1%	2.0%	0.0%	-0.6%	8.7%	-9.6%[46.1 µM]	-3.2%	0.3%
> CCN1CC(CN(C)Cc2nc(-c3ccc(C(F)(F)F)cc3)oc2C)CC1=O (stereo not given)
  -4.2%	-2.7%	-0.6%	0.7%	3.4%	-0.3%	-4.8%	-6.4%
> COc1ccc(CNC(=O)CSCc2c(F)cccc2Cl)cc1
  3.5%[53 µM]	-20.2%	2.4%	-11.0%	8.2%	15.5%	-4.0%	-1.3%[53 µM]
> COCCN1C(=O)N[C@@H](c2cccs2)C(C(=O)OC)=C1C
  3.5%&-2.5%	-7.7%&-12.5%	0.0%&0.3%	1.4%&-0.8%	7.6%	8.5%	3.0%&-1.7%	1.1%&-2.8%

# Additional results
structure,TRb SRC2 PPI,aGal spleen mod,Epigenetic reg,Tau fluor counter,CBFb RUNX1 block,NPSR antagonist,Tau FP inhib,TexasRed fluor
COC(=O)C1=C(C)N(C)C(=O)NC1c1ccc([N+](=O)[O-])o1 (stereo not given),-2.8%,-5.5%,-3.2%,2.3%,7.8%,0.5%,-1.0%,0.6%
Cn1nc([N+](=O)[O-])nc1Oc1ccc2ccccc2c1,7.3%,6.1%,-2.1%,-7.1%,-3.5%,13.7%[46.1 µM],-2.3%,0.3%
CCOC(=O)N1CCN(C(=O)c2ccc(N3C(=O)c4ccccc4C3=O)cc2)CC1,-14.9%,8.0%,2.1%,3.8%,1.5%,-1.6%[46.1 µM],3.6%,-0.2%
COC(=O)C1=C(C)N(CCc2ccc(OC)c(OC)c2)C(=O)/C1=C\c1ccc(O)cc1,-2.4%,-4.9%,0.0%,-23.3%,-9.7%,16.5%,0.4%,2.3%
CCC(Oc1ccccc1)C(=O)Nc1cc(C)on1 (stereo not given),1.6%,3.2%,-0.8%,-5.4%,4.5%,?,-3.1%,-2.0%
COc1cccc2c(C)cc3nnc(SCC(=O)Nc4ccc(C)cc4)n3c12,2.1%,·,-0.5%,-9.0%,·,·,8.8%,?
COC(=O)c1ccc(OCC2c3cc(OC)c(OC)cc3CCN2C(=O)c2ccccc2C)cc1 (stereo not given),-3.7%,·,1.8%,-12.0%,·,·,-1.3%,-2.8%
COCCNc1nc(C(C)(C)C)nc2c1nnn2Cc1ccccc1Cl,3.0%,1.0%,0.0%,0.3%,7.3%,-17.7%[46.1 µM],4.6%,-2.6%
COC(=O)c1ccc(CSc2ccc3nnc(-c4cccc(F)c4)n3n2)o1,2.2%,-2.6%,-0.8%,-16.0%,2.9%,?,-4.5%,-2.2%
CCOc1ccc(-c2cn[nH]c2N)cc1,-1.6%,-4.1%,0.3%,-24.1%,-9.8%,-10.2%[46.1 µM],-11.1%,-0.6%
Oc1ccccc1-n1c(-c2ccccc2)ccc1-c1ccccc1,-2.1%,-2.6%,3.2%,?,-18.6%,-57.5%,-2.6%,0.8%
Cc1cccc(OCC(=O)N=Nc2c(O)[nH]c3ccc([N+](=O)[O-])cc23)c1,7.4%,-2.6%,11.2%,?,4.3%,27.0%,-7.2%,-2.5%
COc1ccccc1N1CCN(C(=O)c2nn(-c3ccccc3OC)c(=O)c3ccccc23)CC1,-6.0%,-27.9%,0.0%,6.0%,-2.0%,?,13.1%,-0.1%
CCOc1ccc(C(=O)c2ccccc2C(=O)O)cc1OCC,1.1%,-4.2%,-0.3%,-1.9%,5.8%,-7.4%,-1.5%,4.1%
CCCCOc1cccc(NC(=O)CSc2nnc(C)s2)c1,-2.3%,·,-0.8%,-22.6%,·,·,-9.0%,-7.3%
S=C(NCc1ccco1)N1CCN(C/C=C/c2ccccc2)CC1,7.9%,0.6%,-3.2%,-13.4%,-7.6%,-0.3%,1.9%,-0.8%

# Source: PubChem BioAssay
